PMI act = increases human mannose-6-phosphate isomerase activity; P34949; purified human PMI, coupled resazurin fluorescence, 20 min; stronger effect = higher value; 1 = vehicle control, 0 substrate-free wells; activation factor at 20 µM; 0.005% of 190,000 active;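 active = activation factor of 2 or more at 20 µM, relative to plate controls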
Target sequence (P34949 whole entry, looked up): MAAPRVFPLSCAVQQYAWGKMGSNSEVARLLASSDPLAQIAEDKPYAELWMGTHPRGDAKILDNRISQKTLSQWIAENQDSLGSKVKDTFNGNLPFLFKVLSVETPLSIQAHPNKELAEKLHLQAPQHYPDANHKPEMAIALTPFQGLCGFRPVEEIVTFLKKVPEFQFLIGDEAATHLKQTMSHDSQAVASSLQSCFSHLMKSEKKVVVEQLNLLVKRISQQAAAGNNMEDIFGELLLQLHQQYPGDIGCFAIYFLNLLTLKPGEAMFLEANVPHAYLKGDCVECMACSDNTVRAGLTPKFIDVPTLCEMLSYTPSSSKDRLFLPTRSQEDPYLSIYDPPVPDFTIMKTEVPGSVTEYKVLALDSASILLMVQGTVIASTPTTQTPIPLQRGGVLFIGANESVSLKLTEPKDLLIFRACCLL
TNAP act hiacc = increases human TNAP activity under high phosphate acceptor concentration; P05186; purified TNAP, CDP-star luminescence, 1 M DEA, 30 min; stronger effect = higher value; 0 = EDTA background, 1 = DMSO-only activity; activation factor at 20 µM; 200,000 tested, under 10 active; AID 1136;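 active = activation factor at least 2 at 20 µM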
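system = human TNAP | amount = enzyme diluted 1/800 final | reagent = 100 µM CDP-star substrate | signal = luminescent substrate turnover signal | dosing = one dose, 20 µM | benchmarks = EDTA negative control, DMSO positive control | measure = activation factor | timing = 30 min reaction, room temperature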
FLuc stim CS = firefly luciferase counter-screen for stimulation assays | ATPlite luciferase biochemical, luminescence, 10 min; 0 = ATP-free wells, 1 = DMSO control | activation factor at 10 µM | 200,000 tested, under 10 active | AID 1027;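 active = luciferase activation factor, scaled between plate controls, of at least 2 with compound at 10 µM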
Target sequence (P08659 whole entry, looked up): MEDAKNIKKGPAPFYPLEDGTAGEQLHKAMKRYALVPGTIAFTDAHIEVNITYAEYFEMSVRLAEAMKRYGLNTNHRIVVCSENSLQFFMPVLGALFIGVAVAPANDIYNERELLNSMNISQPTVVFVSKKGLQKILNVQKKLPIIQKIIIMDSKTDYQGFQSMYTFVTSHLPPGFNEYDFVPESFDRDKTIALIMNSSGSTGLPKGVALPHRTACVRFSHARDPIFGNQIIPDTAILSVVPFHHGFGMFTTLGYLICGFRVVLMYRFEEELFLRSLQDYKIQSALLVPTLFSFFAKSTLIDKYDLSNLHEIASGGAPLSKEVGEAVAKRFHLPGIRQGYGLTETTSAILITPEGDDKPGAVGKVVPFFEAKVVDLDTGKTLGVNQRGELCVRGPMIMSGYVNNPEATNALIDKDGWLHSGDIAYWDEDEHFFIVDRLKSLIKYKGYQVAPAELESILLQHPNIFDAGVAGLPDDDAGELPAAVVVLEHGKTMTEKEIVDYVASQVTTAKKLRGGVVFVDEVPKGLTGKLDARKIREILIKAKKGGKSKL
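test system = cell-free luciferase reagent | medium = PBS as buffer for the ATP substrate | dosing = test compounds dosed from 2 mM stocks in 100% DMSO | incubation = 10 min at ambient temperature | detection = luminescence measurement of luciferase light output | benchmarks = low control with PBS replacing ATP, high control enzyme plus ATP without compound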
bIAP act = increases bovine intestinal alkaline phosphatase activity. purified bovine IAP, CDP-star luminescence, 30 min; stronger effect = higher value; fold of DMSO-control signal, blank-subtracted. activation factor at 20 µM. 0.17% of 200,000 active. AID 1016;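 active = activation factor of 2 or more at 20 µM, a signal rise over negative controls twice the positive control's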
APP 5'UTR act = activates APP 5'UTR luciferase reporter | SH-SY5Y APP 5'UTR luciferase reporter, luminescence; zero percent = DMSO vehicle wells | 1% of 190,000 active | activation, % at 2 µM;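 active = activation above a set limit, based on mean plus 3 SD of controls, cut at about 140% in these data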; note: values of inactives mirror those of a sister screen read the other way
TNAP inh no acc = inhibitors of human TNAP without phosphate acceptor; P05186; purified TNAP, CDP-star luminescence, 30 min; inhibition, % at 20 µM; 0.26% of 200,000 active; AID 1012;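 active = tissue-nonspecific alkaline phosphatase inhibition above about 50% at 20 µM in the single-dose screen, limit read from the data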;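 note: 0% = DMSO negative control and 100% = EDTA positive control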
FLuc inhib CS = Photinus pyralis luciferase inhibition counter-screen; P08659; ATPLite firefly luciferase biochemical luminescence, 10 min; inhibition, % at 10 µM; 1.5% of 200,000 active; AID 1006;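 active = inhibition above about 50% when tested at 10 µM, limit read from the data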
NF-kB neuron act = compounds increasing NF-kB expression in human neuronal cells | NF-kB reporter expression; stronger effect = higher value | fold change at 12.5 µM | 1.6% of 190,000 active | AID 1239; in the data active = fold change above about 3.3
TNAP inh hiacc = inhibitors of human TNAP at high phosphate acceptor concentration | P05186 | purified TNAP, CDP-star luminescence, 1 M DEA | inhibition, % at 20 µM | 0.03% of 200,000 active | AID 1135;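 active = over 50% inhibition of tissue-nonspecific alkaline phosphatase at 20 µM in the single-dose screen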;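 note: plate controls were DMSO wells for no effect and EDTA-quenched wells as full inhibition for full effect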
PMI act hi M6P = activators of human phosphomannose isomerase at near-saturating mannose 6-phosphate; coupled PMI enzyme assay, resazurin fluorescence, 20 min; stronger effect = higher value; 1 = untreated enzyme, 0 = substrate-free blank; activation factor at 20 µM; 0.34% of 190,000 active; AID 1216;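 active = activation factor of 2 or more at 20 µM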
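Test system: Human PMI in coupled enzyme assay | Input: 15 ng/mL PMI | Medium: HEPES-buffered pH 7.4 with magnesium and detergent | Compound: One concentration, 20 µM, in 1% DMSO | Incubation: Enzyme reaction with compound 20 min at room temperature | Detection: Diaphorase-driven resazurin-to-resorufin fluorescence, excitation 544, emission 590 nm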
* hit, by the source's call; . = not tested or not shown.

SMILES	PMI act	TNAP act hiacc	FLuc stim CS	bIAP act	APP 5'UTR act	TNAP inh no acc	FLuc inhib CS	NF-kB neuron act	TNAP inh hiacc	PMI act hi M6P
O=C1c2ccccc2C(=O)N1CCCc1nc(-c2ccccc2)no1	1.1	1	1	1	6	-6	0	0.85	-1	1.1
C/C(CC(=O)NCc1ccco1)=N\NC(=O)Cc1ccccc1	1.1	1	1.1	1	11	-8	-6	1.4	-4	1.1
COC1=C(OC)c2ccccc2C(C(=O)O)N/C1=C(/C)Nc1ccncc1 (stereo not given)	1.1	1.1	1	1	-4	-1	-4	1.1	-8	1.2
FC(F)(F)c1cccc(NC(=S)Nc2ccc(Cl)cc2Cl)c1	1	1.1	1.1	0.9	-11	7	-6	0.98	-6	1
Cc1cc(Nc2ccccc2)c2c([N+](=O)[O-])cc(C)c(C)c2n1	1	1	1	1	-3	-3	-1	1.4	0	0.9
C#CCOC(=O)C[N+](C)(C)C/C=C/c1ccccc1	0.9	1.1	1	0.9	-11	-13	-2	1.4	-6	1
COCCn1c(C)cc(C(=O)COC(=O)c2ccc(-n3nc(C)cc3C)cc2)c1C	1	1.1	1.1	0.9	-9	-1	-6	0.76	-7	0.9
COc1ccccc1OCc1ccc(C(=O)N2N=C(C(F)F)CC2(O)C(F)F)o1 (stereo not given)	1	1	1.1	0.8	16	-10	-8	1.3	-5	1.1
CCCOC(=O)CN1C(=O)c2ccccc2C1=O	1.1	1	1	1	-7	1	0	0.93	-5	1.1
Cc1ccc(CSc2nnc(-c3cccnc3)n2N)cc1	1	1	1.1	1	5	-6	-9	1.2	-2	1
COc1ccc(CCNC(=S)NC2CCN(Cc3ccccc3)CC2)cc1	1	1	1.1	1	-3	-11	-7	1	-4	1.1
C/C(=N\NC(=O)NC1CCCCC1)c1ccc(OC(F)F)cc1OC(F)F	0.8	1	1	0.9	15	-10	-2	0.89	-5	0.9
CCCCC(=O)Nc1cc(NC(=O)CC)ccc1Cl	1	1.1	1.1	0.9	1	-3	-8	1.2	-8	1
Cc1cc(C)cc(N/C(N)=N/c2nc(C)cc(C)n2)c1	1.1	1	1	1	3	-41	-1	0.94	-2	1.1
Cc1ccc(-n2cc(C(=O)c3ccc(N4CCN(C)CC4)cc3)nn2)cc1Cl	1	1	1	1	1	-2	1	1.3	3	1
CSc1nsc2nc(=O)c(/C=C3\C(C)=Nc4ccc(C)cc43)c(N)n12	1.1	1	1	0.8	19	-3	-4	1.1	2	1
CN(Cc1nc(-c2cnccn2)no1)Cc1n[nH]c2c1CCCC2	1	1	1.1	1	-4	31	-6	1	-2	1
COc1ccc(C2(CNC(=O)c3ccco3)CCOCC2)cc1	0.9	1	1.1	1	-4	-8	-7	1.5	-2	0.9
CC(C)(C)NC(=O)CSc1nsc(SCC(=O)NC(C)(C)C)c1C#N	1.2	1.1	1.1	0.9	14	-6	-8	1	-7	1.1
COC(=O)c1ccc(C(=O)OC)c(NC(=S)N2CC(C)CC(C)C2)c1 (stereo not given)	0.9	1	1	1	-3	-8	-4	0.99	-4	1
CCN(CC)C(=O)CSc1nnc(-c2cnccn2)n1-c1ccc(C)cc1	1.1	1.1	1.1	0.9	5	-2	-10	1.6	-7	1.1
COc1ccc(CC(=O)Nc2cccc(-c3csc(C)n3)c2)cc1	0.9	1.1	1	0.8	9	-13	-3	0.82	-7	0.9
COc1ccc2cc(-c3[nH]ncc3CN3CCCC3c3nonc3C)ccc2c1 (stereo not given)	0.8	1.1	1	1.3	40	-13	-3	1.3	-9	0.6
O=C(CSC1=NC2(CCCCC2)N=C1c1ccccc1)Nc1ccc2c(c1)OCCO2	0.9	1	1	1.1	7	-8	-1	0.92	-2	0.9
CSCCC(C(=O)NCc1cccs1)N1C(=O)c2ccccc2C1=O (stereo not given)	0.9	1.1	1.1	0.9	12	-4	-7	1.2	-11	0.9
CCn1c(SCC(=O)Nc2sc3c(c2C#N)CCCC3)nnc1-c1ccncc1	1.1	0.2	1.1	1.1	-15	58*	-5	1.1	77*	1
O=C(CN1CCOCC1)N/N=C/C=C/c1ccccc1	1	1	1	1	0	-10	-4	1.2	-2	1.1
Cc1ccc2nc3c(cc(C#N)c(=N)n3CC3CCCO3)c(=O)n2c1 (stereo not given)	1	1	1	1	.	-8	-2	.	0	1
CCOc1ccc(C(=O)N2CCCN(C(=O)c3ccc(OCC)cc3)CC2)cc1	1	1	1	1.1	2	-11	-4	1	-3	1
Cc1cccc(N2CCN(C(=O)CCc3nc4ccccc4[nH]3)CC2C)c1 (stereo not given)	0.9	1.1	1	1.4	17	-18	-3	1	-5	0.9
Cc1ccc(NC(=O)NC(=O)CSc2nnc(-c3ccc(OC(F)F)cc3)n2N)c(C)c1	0.9	1	1	0.8	10	5	4	1	3	1
COCCNC(=O)C(c1ccc(C)o1)N(C(=O)C(=O)NC1CCCCC1)c1ccc(F)cc1 (stereo not given)	.	1.1	1	1	5	-10	-1	1	-8	.
O=C1NC(=S)N/C1=C\c1cccc([N+](=O)[O-])c1	0.9	1	1	0.9	4	-25	-1	1.1	2	0.9
OC(COc1ccccc1CNCc1cccnc1)CN1CCc2ccccc2C1 (stereo not given)	1.1	1.1	1	1	-2	-3	3	0.91	-6	1.1
COc1ccc(OC)c(NC(=O)COC(=O)Cc2ccc(-c3ccccc3)cc2)c1	0.9	1	1	0.9	-2	-8	1	1.1	-3	0.9
O=C(COc1ccccc1)Nc1cc(C(F)(F)F)ccc1N1CCCC1	1	1.1	1	1	-2	-11	-4	0.94	-7	0.9
CN(C)N=Nc1ccc(S(N)(=O)=O)cc1	0.9	1	1.1	1	15	-5	-8	1.7	-2	1
Fc1ccccc1N1CCN(c2nc3ccccc3n3nnnc23)CC1	1.2	1.1	1	0.9	17	-5	2	0.62	-5	1.5
COC(=O)c1ccc(=O)n(-c2ccc(OC)cc2)c1	0.9	1	1	0.9	1	-7	-1	0.96	0	0.9
CCc1nc2ccccc2n1Cc1ccccc1F	0.8	1	1	0.8	4	-2	-4	1.2	0	0.9

Brought forward from above: 3 compounds; new compounds follow.
SMILES	PMI act	TNAP act hiacc	FLuc stim CS	bIAP act	APP 5'UTR act	TNAP inh no acc	FLuc inhib CS	NF-kB neuron act	TNAP inh hiacc	PMI act hi M6P
Fc1ccccc1N1CCN(c2nc3ccccc3n3nnnc23)CC1	1.2	1.1	1	0.9	17	-5	2	0.62	-5	1.5
COC(=O)c1ccc(=O)n(-c2ccc(OC)cc2)c1	0.9	1	1	0.9	1	-7	-1	0.96	0	0.9
CCc1nc2ccccc2n1Cc1ccccc1F	0.8	1	1	0.8	4	-2	-4	1.2	0	0.9
Cc1ccc(/C(O)=C2\C(=O)C(=O)N(Cc3cccnc3)C2c2ccccc2[N+](=O)[O-])cc1 (stereo not given)	1.3	1.1	0.9	1	-11	-9	9	1.2	-6	1.3
COc1cccc(Nc2ncnc3c2cnn3C)c1	1.1	1.1	1	0.9	8	-14	4	1.5	-5	1
CCNC(=O)CSc1nnc(-c2ccc(OC)cc2)n1CC(C)C	1	1	1.1	1	5	-9	-7	1	-3	1.1
COc1ccc(C(=O)/C=C/c2ccc(OC)c(CN3CCOCC3)c2)cc1	0.9	1	1	0.9	28	-11	-4	2	0	1
O=C(O)CC(Cc1ccc(Cl)cc1)C(=O)Nc1ccc([N+](=O)[O-])cc1 (stereo not given)	1.1	1.1	1.1	1.2	12	0	-8	1.1	-6	1
O=C(O)CC(NC(=O)Cc1ccccc1)c1cc([N+](=O)[O-])ccc1Cl (stereo not given)	1.2	1	1	0.9	15	-7	-2	1.2	-2	1.1
CCCNC(=O)c1ccc2c(c1)ncn2-c1cc(C)cc(C)c1	1.1	1	1.1	1.4	22	-7	-5	0.87	0	1.1
CCOC(=O)C(NC(=O)c1ccc(F)cc1)(Nc1nnc(C)s1)C(F)(F)F (stereo not given)	1	1.1	1.1	1	28	-12	-6	1.1	-6	1.1
CCOC(=O)Cn1c(=O)oc2cc(S(=O)(=O)Nc3cccc(C)c3)ccc21	0.9	1	1	1	-12	-17	-5	1.3	-4	0.9
CCc1ccc(OCC(=O)NC(C)C)cc1	1	1	1	1.1	-8	-8	1	1.3	-4	0.9
CCc1c(C(=O)NC2CCCC2)csc1C	1	1	1.1	1	14	-8	-8	0.99	-4	1
Cc1cc2cc(CN(CCN(C)C)C(=S)NCc3ccco3)c(=O)[nH]c2cc1C	0.8	1	1.1	1.3	10	-5	-8	0.8	-4	0.5
CCOC(=O)c1c(-c2ccccc2Cl)cn2ccccc12	0.8	1	1	0.7	-9	-6	-2	1.1	0	0.8
CCOC(=O)c1cccc(NC(=O)CCS(=O)(=O)c2ccc(Br)s2)c1	0.9	1	1	1	-11	-17	-2	1.1	-5	0.9
O=C(COC(=O)c1ccccc1C(=O)c1ccccc1)Nc1cccc([N+](=O)[O-])c1	0.9	1	1	1	18	-7	-4	1.4	-4	0.8
CC1/C(=N/O)CC(c2ccccc2)NC1c1ccccc1 (stereo not given)	1	1	1.1	0.9	2	-10	-5	1.2	-1	1
CC(=O)N(C)C1(c2nnnn2CCOC(=O)Nc2cccc3ccccc23)CCCC1	0.9	1	1.1	1	1	-15	-6	1.2	-5	0.9
Cc1cc(C)nc(NS(=O)(=O)c2ccc(NC(=S)NC(=O)c3cccnc3)cc2)n1	0.9	1	1	1	-15	-9	-1	1.1	-3	1
CC(=O)Nc1ccc2nc(NC(=O)C(Cl)(Cl)Cl)sc2c1	1	1	0.9	1	-6	-1	12	1.4	-2	1.1

Profiles from above.
Listed for CCc1ccc(OCC(=O)NC(C)C)cc1 = PMI act = 1; TNAP act hiacc = 1; FLuc stim CS = 1; bIAP act = 1.1; APP 5'UTR act = -8; TNAP inh no acc = -8; FLuc inhib CS = 1; NF-kB neuron act = 1.3; TNAP inh hiacc = -4; PMI act hi M6P = 0.9
Listed for O=C(O)CC(Cc1ccc(Cl)cc1)C(=O)Nc1ccc([N+](=O)[O-])cc1 (stereo not given) = PMI act = 1.1; TNAP act hiacc = 1.1; FLuc stim CS = 1.1; bIAP act = 1.2; APP 5'UTR act = 12; TNAP inh no acc = 0; FLuc inhib CS = -8; NF-kB neuron act = 1.1; TNAP inh hiacc = -6; PMI act hi M6P = 1

Sorted by formula weight (largest number first): three of the compounds above
SMILES	PMI act	TNAP act hiacc	FLuc stim CS	bIAP act	APP 5'UTR act	TNAP inh no acc	FLuc inhib CS	NF-kB neuron act	TNAP inh hiacc	PMI act hi M6P
O=C(O)CC(Cc1ccc(Cl)cc1)C(=O)Nc1ccc([N+](=O)[O-])cc1 (stereo not given)	1.1	1.1	1.1	1.2	12	0	-8	1.1	-6	1
CC(=O)Nc1ccc2nc(NC(=O)C(Cl)(Cl)Cl)sc2c1	1	1	0.9	1	-6	-1	12	1.4	-2	1.1
COc1cccc(Nc2ncnc3c2cnn3C)c1	1.1	1.1	1	0.9	8	-14	4	1.5	-5	1
